ERK EGF inh = blocks ERK signaling stimulated by EGF; HEK293-V1b, EGF-stimulated phospho-ERK AlphaScreen; Potency, µM (doses to about 11.5 µM), for inactives: at the top dose activity change, negative = inhibition, usual class: inhibitors; 130,000 tested, 0.41% active; AID 1454; active = well fitted inhibition curve with a large enough effect; inconclusive = small, poorly fitted or top-dose-only effect, or effect the other way;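 also: plate controls were stimulated vehicle wells for no effect and unstimulated vehicle basal for full effect; nearly all actives have a fitted effect of over 55% in size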
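Phospho-ERK1/2 measured by AlphaScreen (SureFire) after 5 min 25 nM EGF stimulation of V1b-expressing HEK293 cells preincubated 30 min at 37C with titrated compounds; data scaled to DMSO and EGF controls, Hill-fitted AC50.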
The depositor's hits bear a star; ? = inconclusive; [ ] = another dose, or the depositor's remark. Potency is read from the fitted curve at half-maximal effect.

SMILES | ERK EGF inh
CCOc1cc(CNn2cnnc2)cc(Br)c1OCC(=O)NC1CCCCC1 | 13%
CC[C@@H](NS(=O)(=O)c1ccc(C)cc1)C(=O)Oc1ccc2c3c(c(=O)oc2c1)CCC3 | 2%
O=C(O)CCCNC(=O)c1ccccn1 | 9%
N#Cc1cc2c(nc1SCc1ccc(Cl)nc1)CCCCC2 | -2%[57.5 µM]
CC12COC3(C(=O)Nc4ccccc4)CC1CCC32C (stereo not drawn) | -16%
CCCCNC(=O)N(O)C1N(/N=C/c2cccs2)C(=S)SC1(C)C (stereo not drawn) | -2%[57.5 µM]
NS(=O)(=O)c1ccc(NC(=O)COC(=O)c2ccc3c(c2)OCCO3)cc1 | -3%
O=C(Nc1ccccc1)Nc1nnc(-c2ccccc2)s1 | -1%[57.5 µM]
COc1ccccc1CN1C2CCCC1CC(NC(=O)/C=C/c1ccccc1)C2 (stereo not drawn) | -11%
Cc1nc2c(ccc3c([N+](=O)[O-])cccc32)c(C)c1C | -5%
Cc1ccc(C)c(S(=O)(=O)Nc2nc(C)c(C(=O)Nc3ccccc3)s2)c1 | 6%
O=C(Nc1cccc(O)c1)N1CCOCC1 | 3%
CCOC(=O)c1sc(-c2cccc(C(F)(F)F)c2)nc1O | 12%[57.5 µM]
O=C(NCc1ccc(F)cc1)C1CCC(CNc2c(N3CCOCC3)c(=O)c2=O)CC1 (stereo not drawn) | -2%[57.5 µM]
CCOc1ccc(NCC(=O)c2ccc(C)cc2)cc1 | 1%
Cc1cc(C)nc(N(C#N)Cc2ccc(Cl)cc2)n1 | -5%
O=S(=O)(c1ccccc1)N1CCC2(CCN(c3cccc(-c4ccccc4)c3)CC2)CC1 | ?
CC1(C)CC(=O)c2ccc(OCc3ccc([N+](=O)[O-])cc3)cc2O1 | -6%[57.5 µM]
CCc1nc2scc(-c3cccs3)c2c(=O)o1 | 0%
S=C(Nc1ccccc1Cl)N1CCCC1 | 1%
CCSc1nnc(NC(=O)CSC2=NN3CCCC(=O)N=C3S2)s1 | -2%
Cc1nc2ccc(S(=O)(=O)NC(C(=O)NCc3cccs3)C(C)C)cc2s1 (stereo not drawn) | 4%
COc1ccccc1OCCCCN1CCN(C(c2ccccc2)c2ccccc2)CC1 | -18%
Nc1ncnc2c1[nH]c(=O)n2C1CC(O)C(CO)O1 (stereo not drawn) | 21%
CN(c1ccccc1)S(=O)(=O)c1ccc(Cl)nc1 | -1%
Cc1c(NC(=O)Cc2noc3ccccc23)cccc1[N+](=O)[O-] | -4%
CC(C)c1[nH]nc2c1C(C1C=CCCC1)C(C#N)=C(N)O2 (stereo not drawn) | 1%[57.5 µM]
O=C(O)c1ccccc1-c1oc2cc(O)ccc2c(=O)c1Oc1ccccc1 | 10%
O=C(c1cccs1)n1nc(-c2ccccc2)nc1NCc1ccco1 | -2%
Cc1nn(C)cc1CNCc1c(C(=O)N2CCCCC2)nc2c(C)cccn12 | -7%
O=C1Nc2cc(Cl)cnc2N2CCCC12 (stereo not drawn) | -3%
Cc1cc(C)n(-c2ccccc2[N+](=O)[O-])n1 | 1%
CCOCc1c(C(=O)Nc2cc(OCC)c(N3CCOCC3)cc2OCC)oc2ccccc12 | 25%
CC(=O)Nc1ccc2nc(NC(=O)c3ccc([N+](=O)[O-])s3)sc2c1 | -8%[57.5 µM]
CSc1cccc(NC(=S)NCCCN2CCN(c3ccc(F)cc3)CC2)c1 | ?
COc1ccc(C2CC(=O)c3ccc(OC)cc3O2)cc1 (stereo not drawn) | 24%
CCOC(=O)c1nnn2c1nc(N1CCN(c3ccccc3)CC1)c1ccccc12 | 11%[57.5 µM]
Cc1ccc2c(c1)c1c(n2CC(O)CNC2CCCC2)CCCC1 (stereo not drawn) | 1%[57.5 µM]
O=C(c1cccc2ccccc12)C1CCCN(C(=O)c2ccc(N3CCOCC3)cc2)C1 (stereo not drawn) | 2%
CC1(C)CC(=O)C2=C(C1)NC1=C(C(=O)c3ccccc31)C2c1cc([N+](=O)[O-])ccc1O (stereo not drawn) | ?
COc1ccccc1CCc1nnc(CCC(=O)N(C)Cc2cccc3ncccc23)o1 | -3%
COc1ccc(C2=NC(=O)/C(=C\c3cc(OC)c(OC)c(OC)c3)O2)cc1 | -3%
O=[N+]([O-])c1ccccc1Nc1c2ccccc2nc2ccccc12 | ?
Nc1nc(=S)c2[nH]cnc2[nH]1 | 2%
O=C(O)CC/C(=C\c1ccc(N2CCCC2)c([N+](=O)[O-])c1)c1nc2ccccc2s1 | 6%
CC1C/C(=N/Nc2nc3ccccc3[nH]2)CC(C)(C)C1 (stereo not drawn) | -2%
CN(C)CCCN(CCCN(C)C)C(=S)Nc1ccc(S(=O)(=O)N2CCOCC2)cc1 | -14%[57.5 µM]
CC(CCCC(C)(C)O)NC(=O)c1ccc(OC2CCN(C(=O)C3CC3)CC2)cc1 (stereo not drawn) | -4%[57.5 µM]
COc1cccc(CNCCO)c1OCc1ccc(Cl)cc1 | 6%
CCOc1ccc(NC(=S)Nc2ccc(OC)cc2)cc1 | 4%
Cc1ccc(NC(=O)/C(C#N)=C(\N)C(Cl)(Cl)Cl)nc1 | -11%
Cc1ccc(C2CC(c3ccco3)=NN2S(C)(=O)=O)cc1 (stereo not drawn) | 0%
CC(C)NC(=O)CSc1nc(N)c(-c2ccccc2)c(=O)[nH]1 | -12%
O=C(Nc1cccc(C(F)(F)F)c1)C(Sc1n[nH]c(=O)[nH]c1=O)c1ccccc1 (stereo not drawn) | 16%[57.5 µM]
CC(CC(=O)Nc1ccccc1C(F)(F)F)c1ccccc1 (stereo not drawn) | 4%
Cn1cnc([N+](=O)[O-])c1Sc1nc2ccccc2[nH]1 | 19%[57.5 µM]
Cc1nc2c(C)cccc2cc1C(=O)N/N=C/c1cccnc1 | 0%
COC(=O)c1ccc(NC(=S)NCCc2ccccc2)cc1 | -6%
COc1ccc(CNc2nc3ccccc3n2CCN2CCCCC2)cc1 | -6%
CC1=C(C)C(OCCCl)N(c2cc(O)c(Cl)cc2F)C1=O (stereo not drawn) | 3%[57.5 µM]

Further results follow.
SMILES | ERK EGF inh
COc1cccc(-c2coc3ccc(Br)cc3c2=O)c1 | -2%
CN(C(=O)CSc1nc2ccc(Br)cc2c(=O)n1Cc1ccco1)C1CCS(=O)(=O)C1 (stereo not drawn) | -6%[57.5 µM]
CC1SCC(=O)N(CC(=O)Nc2ccc3c(c2)OCO3)C1=O (stereo not drawn) | 11%
c1ccc(CN=C2NN=C(c3cc4ccccc4o3)CS2)cc1 | -1%
CCNc1nc(CC)nc2c1oc1ccccc12 | 3%[57.5 µM]
CCCCc1ccc(NC(=S)Nc2cccnc2)cc1 | 3%
O=C(O)C1=C[C@H](c2csc3ccccc23)C[C@H](OCCCCO)O1 | -12%[57.5 µM]
Cc1ccc(N2CC(C(=O)Nc3ccc(S(=O)(=O)Nc4nccs4)cc3)CC2=O)cc1 (stereo not drawn) | -7%[57.5 µM]
CC(C)n1cnc2c(NCc3ccc(S(N)(=O)=O)cc3)nc(NCc3ccc(S(N)(=O)=O)cc3)nc21 | -7%[57.5 µM]
Cc1ccc(S(=O)(=O)NC(=O)Nc2ccccc2)cc1 | -1%
O=Cc1c(Cl)nc2ccccn2c1=O | 4%[57.5 µM]
Clc1ccccc1/C=C/C=N/Nc1nc(N2CCOCC2)nc(N2CCOCC2)n1 | -1%
O=C(NCCCN1CCOCC1)C(=O)N/N=C/c1ccccc1 | -1%
O=C(c1ccc(F)cc1)c1ccc(CN2C(=O)c3ccccc3C2=O)o1 | 6%
CC(/C=N\N1CCN(Cc2ccc(C)cc2)CC1)=C\c1ccccc1 | 6%
CSC1=NC(C)(C)C=C(/C=C/c2c(Cl)cccc2Cl)N1 | 6%
Cc1ccc(C)c(/C=C/C(=O)c2ccccc(=O)c2O)c1 | 2%
CN(C1CCCCC1)S(=O)(=O)c1cccc(C#N)c1 | -12%
CCOCCCNC(=O)C(c1ccc(Cl)cc1)N(Cc1cccs1)C(=O)CNC(C)=O (stereo not drawn) | -2%
Cc1cc(C)c2nc(NNC(=O)c3cc(=O)c4ccccc4o3)sc2c1 | 12%[57.5 µM]
Cc1c(Cl)cccc1NC(=O)CN1CCN(CCO)CC1 | 1%
Cc1ccc(C)c(OCC(=O)N/N=C/c2c(C)nn(-c3ccccc3)c2Cl)c1C | -1%
O=C(Oc1ccc2c(c1)O/C(=C\c1ccncc1)C2=O)c1ccccc1 | 11%
Cc1cccc2nc(-c3ccccc3)nc(N3CCC(O)(c4ccc(Cl)cc4)CC3)c12 | -2%
CCOC(=O)/C(C#N)=C/c1cc2ccccc2nc1N1CCOCC1 | 1%
O=C(CCc1ccc(S(=O)(=O)N2CCOCC2)cc1)N/N=C/c1cccc(O)c1 | -4%
CCOc1ccc2nc(SCC(=O)Nc3nonc3C)[nH]c2c1 | 9%
O=C(c1cccnc1)C1Cc2ccccc2C1=O (stereo not drawn) | 2%[57.5 µM]
O=C(N/C(=C/c1cccnc1)C(=O)N1CCOCC1)c1ccccc1Br | 10%
Cc1ccc(Nc2cc(C)nc(NCc3ccccc3)n2)cc1 | 3%
NC1=NC(=O)/C(=C/c2cn(CCC(=O)O)nc2-c2ccc(Cl)cc2)S1 | 8%
COCCNCC(O)CON=C1c2ccccc2-c2ccccc21 (stereo not drawn) | 4%
COc1ccccc1NC(=O)CN1CCN(C(=O)c2ccco2)CC1 | 5%
CCOC(=O)C1=C(CC)OC(N)=C(C#N)C1c1ccc(OC)cc1OC (stereo not drawn) | -1%
Cc1cccc(N(C(=O)Cn2nnc(-c3ccccc3F)n2)C(C(=O)NC(C)(C)C)c2ccncc2)c1 (stereo not drawn) | 5%
CC(C)=C1SC(N2CCN(c3cccc(Cl)c3)CC2)=NC1=O | 7%
CCCCN1C(=O)CC(Sc2ncccc2C(=O)O)C1=O (stereo not drawn) | 4%
NC1=NC[C@@H](Cc2ccc(O)cc2)N1CCc1cccc2ccccc12 | -2%[57.5 µM]
CCCCOc1ccc(Cc2n[nH]c(=S)n2N)cc1 | 6%
N#CCOC(=O)c1c2c(nc3ccccc13)CCC2 | 1%
CCC1=Nc2cc(C(=O)O)ccc2Sc2ccc(Cl)cc21 | -1%
CN(C)NC(=S)NC1(C)CCS(=O)(=O)C1 (stereo not drawn) | -3%[57.5 µM]
C=CCOc1ccc(CNc2ccc(NC(=O)CCC)cc2)cc1OCC | -2%
Cc1cnc(C(=O)Nc2ccc(C(C)C)cc2)cn1 | 5%
COc1ccc(/C=C/C(=O)Nc2sc(Cc3ccccc3)c(C)c2C(N)=O)cc1 | 4%
Cc1ccccc1-c1coc2cc(O)ccc2c1=O | -2%[57.5 µM]
O=C(O)CSc1c(-c2cccs2)[nH]c2ccccc12 | -5%
COc1cccc2cc(/C(C)=N/NC(=O)c3ccco3)oc12 | -4%
Cc1ccc(/C=N/N=C2\SCC(=O)N2CC2CC2)cc1 | 2%[57.5 µM]
Cc1nn(CCN)c(C)c1Cl | -2%
N#Cc1cnn(-c2ccc(F)cc2)c1N | -5%[57.5 µM]
Cn1c(N)c(N=O)c(=O)n(C)c1=O | 4%[57.5 µM]
CCC(=O)Nc1cccc(-c2cn3cccc(C)c3n2)c1 | 5%[57.5 µM]
COc1ccc(C(Cl)=C(c2ccc(OC)cc2)c2ccc(OC)cc2)cc1 | -8%
CCOc1ccc(Br)cc1C(=O)N/N=C/c1ccc([N+](=O)[O-])cc1 | -1%
O=C(NCC1CC1)c1ccc(Oc2cc(Cl)cc(Cl)c2)o1 | 5%[57.5 µM]
OCCC1CN(Cc2ccc3c(c2)CCO3)CCN1Cc1ccc(F)cc1 (stereo not drawn) | 3%
O=C(NCCCN1CCCCCC1)c1ccc(CS(=O)(=O)Cc2ccccc2F)o1 | -3%
COc1cc(CN2CCNC(=O)C2CC(=O)N2CCc3ccccc3C2)cc(OC)c1 (stereo not drawn) | -5%
CCN(CC)C(=O)c1sc(N2C(=O)Nc3ccccc3N2O)c(C(=O)OC)c1C | -8%

Two records drawn at random from those above, as already listed:
SMILES | ERK EGF inh
CN(C)NC(=S)NC1(C)CCS(=O)(=O)C1 (stereo not drawn) | -3%[57.5 µM]
CCOc1ccc(Br)cc1C(=O)N/N=C/c1ccc([N+](=O)[O-])cc1 | -1%

Continued.
SMILES | ERK EGF inh
C/C(Cl)=C\Cn1c(O)c(N=NC(N)=S)c2cc(Br)ccc21 | -2%
Cc1ccc(Nc2nc(NCC3CCCO3)nc(N)c2[N+](=O)[O-])cc1C (stereo not drawn) | 2%
CN1CCN(CC(=O)N2N=C(c3cccs3)CC2c2ccco2)CC1 (stereo not drawn) | ?
CCc1ccccc1NC(=S)N1N=CCC1c1ccccc1 (stereo not drawn) | -9%

Among those listed so far, 15 have an aryl methoxy group.
SMILES | ERK EGF inh
COc1ccccc1CN1C2CCCC1CC(NC(=O)/C=C/c1ccccc1)C2 (stereo not drawn) | -11%
COc1ccccc1OCCCCN1CCN(C(c2ccccc2)c2ccccc2)CC1 | -18%
COc1ccc(C2CC(=O)c3ccc(OC)cc3O2)cc1 (stereo not drawn) | 24%
COc1ccccc1CCc1nnc(CCC(=O)N(C)Cc2cccc3ncccc23)o1 | -3%
COc1ccc(C2=NC(=O)/C(=C\c3cc(OC)c(OC)c(OC)c3)O2)cc1 | -3%
COc1cccc(CNCCO)c1OCc1ccc(Cl)cc1 | 6%
CCOc1ccc(NC(=S)Nc2ccc(OC)cc2)cc1 | 4%
COc1ccc(CNc2nc3ccccc3n2CCN2CCCCC2)cc1 | -6%
COc1cccc(-c2coc3ccc(Br)cc3c2=O)c1 | -2%
COc1ccccc1NC(=O)CN1CCN(C(=O)c2ccco2)CC1 | 5%
CCOC(=O)C1=C(CC)OC(N)=C(C#N)C1c1ccc(OC)cc1OC (stereo not drawn) | -1%
COc1ccc(/C=C/C(=O)Nc2sc(Cc3ccccc3)c(C)c2C(N)=O)cc1 | 4%
COc1cccc2cc(/C(C)=N/NC(=O)c3ccco3)oc12 | -4%
COc1ccc(C(Cl)=C(c2ccc(OC)cc2)c2ccc(OC)cc2)cc1 | -8%
COc1cc(CN2CCNC(=O)C2CC(=O)N2CCc3ccccc3C2)cc(OC)c1 (stereo not drawn) | -5%

These rows are one share of the data; rates above refer to the full screens.
